Source: PubChem BioAssay (National Center for Advancing Translational Sciences (NCATS))
Tb PFK block = inhibitors of T. brucei phosphofructokinase; 330,000 compounds, 0.17% hits; Potency, µM (highest dose often 57.5 µM), for inactives: at the highest dose activity, negative = inhibition, actives largely listed as inhibitors; T. brucei PFK, ADP-Glo luminescence;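 also: potency is read from the fitted curve at half-maximal effect; 0% = uninhibited 1x PFK enzyme wells and -100% = no-enzyme wells; nearly all actives have a fitted effect of over 60% in size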
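Activity is normalized to no-enzyme wells (full inhibition) and 1.25 nM enzyme wells (no inhibition). Reaction: 0.5 mM F6P, 0.1 mM ATP, 45 min RT, ADP-Glo luminescence; concentration-response curves fitted and classed by quality.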
Mito fusion act = inhibitors of mitochondrial division or activators of mitochondrial fusion; S. cerevisiae fusion-defective mutant growth rescue, CellTiterGlo 48 h; Potency, µM (titrated, usually from 46.1 µM), without a hit: top-dose growth rescue (activation), most hits filed as activators; 320,000 compounds, 0.23% hits;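 also: potency is read from the fitted curve at half-maximal effect; % of control where 0% means no effect; nearly all actives have a fitted effect of over 45% in size; temperature-sensitive fusion mutants such as fzo1-1 at 37 °C on non-fermentable ethanol glycerol medium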
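Compounds are tested for their ability to restore growth of mitochondrial fusion-defective yeast strains at non-permissive 37C in YPEG medium over 48 hours. Viability is quantified by luciferase luminescence.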
ASM inhibitor = human S-ASM enzyme inhibition; 340,000 compounds, 0.006% hits; placental ASM, HMU-PC fluorogenic substrate, 60 min; AID 504937; Potency, µM (series often up to 57.5 µM), for the others: top-dose activity change, negative = inhibition, usual class: inhibitors; also: potency is read from the fitted curve at half-maximal effect
Target sequence (P17405 47-631 limits assumed): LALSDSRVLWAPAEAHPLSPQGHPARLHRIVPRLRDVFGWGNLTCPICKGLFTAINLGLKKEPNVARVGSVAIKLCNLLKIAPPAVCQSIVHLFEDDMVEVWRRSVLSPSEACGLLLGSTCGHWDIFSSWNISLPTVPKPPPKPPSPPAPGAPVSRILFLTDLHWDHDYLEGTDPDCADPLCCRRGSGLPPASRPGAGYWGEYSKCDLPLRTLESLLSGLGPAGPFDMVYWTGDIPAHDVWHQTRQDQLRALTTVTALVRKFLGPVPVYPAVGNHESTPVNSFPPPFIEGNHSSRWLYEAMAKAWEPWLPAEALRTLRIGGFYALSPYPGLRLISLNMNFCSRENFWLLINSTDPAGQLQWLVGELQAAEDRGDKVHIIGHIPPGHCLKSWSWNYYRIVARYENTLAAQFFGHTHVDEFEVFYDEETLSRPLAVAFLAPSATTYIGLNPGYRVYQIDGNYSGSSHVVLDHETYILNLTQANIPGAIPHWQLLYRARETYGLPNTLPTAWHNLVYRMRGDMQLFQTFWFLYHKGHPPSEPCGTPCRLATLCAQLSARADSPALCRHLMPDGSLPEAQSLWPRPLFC
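Fluorogenic HMU-PC substrate (9 uM final) is turned over by placental ASM in 60 min at 37 C after a 10 min compound preincubation. Reaction ended by alkaline stop (pH 10), with fluorescence read at 386/447 nm.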
TSG101-PTAP inh = blocks PTAP/TSG101 interaction to inhibit HIV-1 budding. 340,000 tested, under 10 active. Fluorescence polarization, FITC-PTAP peptide / Tsg101 binding. Potency, µM (doses to about 115 µM), inactives show at the top dose activity change, negative = inhibition, usual class: inhibitors. Q99816; active = well fitted inhibition curve with a large enough effect in the main read-out, with a control signal flat, not every such curve was filed as active; inconclusive = small, poorly fitted or top-dose-only effect, or effect the other way, or a change in a side signal; inactive = no such curve, though single readings can be large or run the other way; also: potency is read from the fitted curve at half-maximal effect; % of control where 0% means no effect
Target sequence (Q99816 whole entry, looked up): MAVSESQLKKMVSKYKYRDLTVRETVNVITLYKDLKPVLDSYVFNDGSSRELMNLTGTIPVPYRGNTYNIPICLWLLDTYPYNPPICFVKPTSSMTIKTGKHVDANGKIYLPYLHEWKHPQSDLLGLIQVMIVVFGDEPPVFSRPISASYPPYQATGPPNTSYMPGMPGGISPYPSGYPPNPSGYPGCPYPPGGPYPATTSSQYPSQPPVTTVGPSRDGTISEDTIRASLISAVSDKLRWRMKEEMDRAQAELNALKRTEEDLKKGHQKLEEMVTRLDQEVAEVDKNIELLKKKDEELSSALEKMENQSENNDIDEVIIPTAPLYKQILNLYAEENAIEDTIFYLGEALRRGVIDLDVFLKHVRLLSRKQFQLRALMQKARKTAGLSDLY
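Compounds were pin-transferred onto Tsg101 binding domain (10 uM final) in HEPES pH 7.5 buffer, then FITC-PTAP peptide was added at 50 nM final. After 20 min at RT, polarization reported peptide displacement across a qHTS concentration series.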
TSHR antag = human thyrotropin receptor antagonism; TSHR-expressing cells, TSH-stimulated cAMP HTRF, 2 h; stronger effect = lower value; 330,000 compounds, 0.2% hits; activity change, negative = inhibition, % at 11.5 µM; P16473;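 active = activity change below a set negative limit, meaning inhibition stronger than a set level, cut at about -70% in these data; inconclusive = activity change between two set negative limits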; also: % is scaled to controls: 0 for no effect and ±100 for the full control effect
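Read-out is FRET at 665 nm (cryptate excitation 337 nm) from a cryptate-tagged anti-cAMP antibody, competed by cell cAMP against cAMP-d2. Compounds are tested on freshly harvested TSHR cells challenged with 4nM TSH (EC80) for 2 hours at 37 deg C.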
Chronic BCR inh = blocks chronic active B-cell receptor signaling | ABC-DLBCL IkBa-CBG/CBR reporter, luminescence ratio, 4 h | Potency, µM (doses to about 46.1 µM), without a hit: at the top dose ratio change, negative = lower green/red ratio, actives largely listed as inhibitors | 340,000 compounds, 0.05% hits | AID 493014; active = well fitted inhibition curve with a large enough effect in the signal ratio, with a control signal flat, not every such curve was filed as active; inconclusive = small, poorly fitted or top-dose-only effect, or effect the other way, or a change in a side signal; the % refers to the signal ratio;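 also: potency is read from the fitted curve at half-maximal effect; plate controls were basal doxycycline-induced cells for no effect and cells given 10 µM MG132 for full effect; MG132 reads +100%, hits lower the ratio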
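Doxycycline induced both beetle luciferases in TMD8 lymphoma cells; IKK-driven degradation limits the IkappaBalpha-fused green signal, while red luminescence normalises for cell number and nonspecific effects. Compounds tested up to 46 uM, 4 hrs.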
ELG1 DNA repair = blocks ELG1-dependent DNA repair in HEK293T cells; HEK293T ELG1-luciferase reporter, luminescence, 16 h; DNA damage induced by 5-fluorouridine; Potency, µM (highest dose often 46.1 µM), for the others: at the highest dose activity change, negative = inhibition, most hits filed as inhibitors; 330,000 compounds, 2.3% hits; AID 504467; also: potency is read from the fitted curve at half-maximal effect; % is scaled to controls: 0 for no effect and ±100 for the full control effect; nearly all actives have a fitted effect of over 55% in size
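Cells (2,000 per well) received 5-fluorouridine plus test compound or DMSO and were incubated 16 hr at 37 °C, 5% CO2. Luciferase activity was read by luminescence 30 min after ONE-Glo addition; signal suppression marked inhibition of damage-induced ELG1 function.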
TCR activator = T cell receptor activation | primary human leukocytes, anti-CD3, IL-2 HTRF, 48 h | Potency, µM (highest dose often 9.22 µM), without a hit: top-dose activation of IL-2 secretion, actives largely listed as activators | 330,000 tested, under 10 active; also: % of control where 0% means no effect
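Primary human leukocytes were stimulated with a-CD3 beads plus compounds for 48 hr without co-stimulation; secreted IL-2 was quantified by HTRF using a-IL-2-K (europium cryptate) and a-IL-2-d2, excited at 320nm with acceptor emission read at 665nm.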
A-T KAP1 phos = potential ataxia-telangiectasia treatments restoring KAP-1 phosphorylation; […] A-T fibroblasts, KAP-1 phosphorylation AlphaLISA; neocarzinostatin DNA damage 30 min before lysis; Potency, µM (series often up to 57.5 µM), for inactives: top-dose activation, hits mostly activators; 320,000 compounds, 0.19% hits; AID 485349; also: potency is read from the fitted curve at half-maximal effect; % of control where 0% means no effect; nearly all actives have a fitted effect of over 45% in size
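hTERT-immortalized A-T patient fibroblasts ([…]), 500 cells/well in OPTI-MEM, 1% FBS, got compounds for 60 min, then NCS for 30 min at 37C. Lysates were then assayed for phospho-KAP-1 by AlphaLISA (anti-pKAP1 donor, anti-KAP1 acceptor beads), 6 hr at 25C.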
Integrin act MD = integrin-mediated muscular dystrophy alleviation activation; alpha7betagal myoblasts, beta-gal FDG fluorescence, 48 h; Potency, µM (titrated, usually from 38.3 µM), for inactives: top-dose activation, hits mostly activators; 350,000 compounds, 0.064% hits; AID 624291;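 also: potency is read from the fitted curve at half-maximal effect; 100% = response of the positive control SU9516; nearly all actives have a fitted effect of over 60% in size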
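Alpha7betagal+/- myoblasts (passage 13) were plated 16-24 hr, then exposed to compounds (1:260 dilution of DMSO stock) for 48 hours at 37C. After MPER lysis, β-galactosidase reporter activity was read as FDG fluorescence (ex 480/em 540) after 30 minutes.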
Eya2 inh = blocks the phosphatase activity of human Eya2; O00167; recombinant Eya2, OMFP fluorescence dephosphorylation (OMFP is methylfluorescein phosphate); Potency, µM (titrated, usually from 76.9 µM), for the others: at the highest dose activity, negative = inhibition, hits mostly inhibitors; 330,000 compounds, 0.006% hits; also: potency is read from the fitted curve at half-maximal effect; % is scaled to controls: 0 for no effect and ±100 for the full control effect
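Eya2 (0.2 uM) preincubated 10 min at ambient with compound, then OMFP substrate added at 50 uM; 10 min reaction in 50 mM HEPES pH 7.5, 50 mM NaCl, 5 uM MgCl2, 0.05% BSA, 1 mM DTT. Fluorescence read at Ex 485/Em 525 nm.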
* hit, by the source's call; ? = inconclusive; nt = not tested or not shown; [ ] = dose if it differs, or a comment. Unless noted, calls follow the shape of the dose curve; as a rule, active = well fitted curve in the direction sought with a large enough effect; inconclusive = small, poorly fitted or top-dose-only effect, or another doubt; inactive = no such curve, though single readings can be large; an effect the other way counts as inactive or inconclusive.

SMILES	Tb PFK block	Mito fusion act	ASM inhibitor	TSG101-PTAP inh	TSHR antag	Chronic BCR inh	ELG1 DNA repair	TCR activator	A-T KAP1 phos	Integrin act MD	Eya2 inh
CC(OC(=O)CCc1cc(C(C)(C)C)c(O)c(C(C)(C)C)c1)C(=O)NC1CC1 (configuration not stated)	-9%	14%	-4%	-6%	-6	0%	10%	-2%	0%	0%	-22%
C=CCSc1nnc(CSc2nc3sc4c(c3c(=O)[nH]2)CCCC4)n1-c1ccccc1	-1%	-5%	42%[activator]	3%	28	7%	-13%	5%	-4%	6%	8%
CCC(C)NC(=O)Cn1cnc2sc(C)c(S(=O)(=O)N3CCN(c4ncccn4)CC3)c2c1=O (configuration not stated)	-3%	6%	1%	-2%	-2	-2%	1%	nt	13%	-13%	-3%
O=C(NC1CCCC1)c1cc(-c2ccccc2)on1	4%	-14%	-3%	-2%	-25	?	?	3%	3%	3%	2%
O=C(CN1CCCc2ccccc21)NC(=O)NCc1ccco1	?	-2%	2%	-2%	-11	16%	-2%	-6%	2%	1%[7.66 µM]	-25%
COc1ccc(N(C(=O)c2cccnc2)S(=O)(=O)c2ccc3c(c2)n(C)c(=O)n3C)cc1	0%	-3%	2%	-6%	5	-8%	-7%	1%	-3%	18%	0%
O=C(NC1CCCCC1)C(c1ccncc1)N(C(=O)c1csnn1)c1ccc(F)cc1 (configuration not stated)	-1%	0%	-4%	-8%	2	3%	9%	-83%	1%	2%	-3%
CSCCC(NC(N)=O)C(=O)Nc1cccc(C#N)c1 (configuration not stated)	1%	1%	2%	-4%	-4	-2%	5%	3%	-2%	8%	-8%
Cn1c(=O)cc(OCC(=O)N2CCCc3ccccc32)c2ccccc21	-12%	2%	0%	-4%	6	1%	2%	-4%	-1%	-16%	19%
COc1ccc2[nH]c3c(c2c1)CCN1C(=O)N([C@@H](C)C(=O)NCC2CCCO2)C(=O)[C@]31C (some centres not stated)	-4%	-3%	9%	1%	-7	-5%	-16%	13%	2%	-18%	6%
NC(=O)C1CCN(C(=O)CCSc2ccccc2)CC1	1%	-1%	5%	-4%	-2	1%	?	1%[46.1 µM]	-7%	19%	-17%
Cc1cc(C)n2c3c(c(C#N)c2n1)CCCC3	-3%	11%	69%[activator]	-9%	7	?	9%	-3%	3%	8%	14%
COc1ccc(C(=O)COC(=O)C(CCSC)NC(=O)COc2ccccc2)c(OC)c1 (configuration not stated)	-4%	-2%	-1%	-10%	3	1%	?	-5%	-3%	?	-13%
CCOC(=O)c1csc(NC(=O)CSc2nnc(C3CC3)n2C)n1	-14%	-2%	-3%	-1%	0	?	7%	nt	-3%	1%	2%
Oc1ccc(C=NCCc2ccccc2)cc1	0%	-3%	2%	-3%	4	1%	-4%	2%	-5%	5%	11%
O=c1cc(-c2ccccc2F)nc(-c2ccccc2F)o1	3%	-2%	2%	-2%	-2	4%	12%	9%[46.1 µM]	1%	4%	4%
CC1CCN(C(=O)CCC(=O)Nc2nnc(C3CCCCC3)s2)CC1	-7%	0%	0%	-2%	-1	9%	13%	-2%	-26%	0%	11%
CCOC(=O)C1CCN(C(=S)Nc2cccc(C)c2)CC1	-5%	-7%	0%	1%	3	2%	15%	0%	11%	10%	1%
CSCCC(NC(=O)c1ccco1)C(=O)Nc1ccncc1 (configuration not stated)	3%	3%	0%	-1%	15	-1%	10%	-1%	24%	-7%	6%
O=C(/C=C/c1ccc(Cl)cc1Cl)Nc1ccc(CN2CCOCC2)cc1	9%	23%	-23%	0%	-18	2%	?	-2%[46.1 µM]	4%	0%	-6%
CC(C)[C@H](NC(=O)c1ccccc1)C(=O)OCC(=O)N1CCCCCC1	-7%	-4%	6%	1%	-2	0%	-1%	-7%[46.1 µM]	-4%	10%	1%
COc1ccc(OC)c(C2=Nn3c(nnc3-c3cc(C)[nH]n3)SC2)c1	-2%	-5%	-9%	2%	10	?	?	-1%	-10%	-9%	5%
CCCC1=NN2C(=N)/C(=C\c3cc(C)n(-c4cccc(C)c4)c3C)C(=O)N=C2S1	1%	-1%	3%	1%	-1	5%	0%	8%[46.1 µM]	5%	17%	5%
O=C(COC(=O)CN1C(=O)COc2ccccc21)NCc1ccc(F)cc1	26%	4%	-1%	-3%	-4	?	8%	-7%	12%	32%	6%
COC(=O)Cn1c(=NC(=O)c2cc(OC)c(OC)c(OC)c2)sc2cc(OC)ccc21	0%	-6%	200%[activator]	-2%	-2	-7%	?	-4%[46.1 µM]	3%	33%	0%
CN=c1sc2ccccc2n1CC(O)COCc1ccco1 (configuration not stated)	nt	3%	5%	-6%	nt	nt	nt	1%	nt	3%	nt
CCC1CN(S(=O)(=O)c2cc(-c3cc(C)no3)ccc2OC)c2cc(C)ccc2O1 (configuration not stated)	1%	0%	-1%	-4%	-18	9%	?	7%	6%	-22%	-1%
Cc1nnc(SCC(=O)NCCc2ccccc2)s1	2%	3%	0%	-1%	-7	1%	-6%	3%	2%	?	2%
COc1cc(NC(=O)COc2ccccc2[N+](=O)[O-])ccc1NC(=O)c1cccs1	-1%	9%	6%	-3%	-4	2%	7%	3%	7%	-57%[inhibitor]	-6%
O=C(CSc1nnc(-c2ccccc2Cl)o1)Nc1ccccn1	-7%	-6%	-3%	-6%	-4	?	?	4%	-1%	3%	-1%
CCOC(=O)C1Oc2ccccc2C(c2ccc(OC)cc2)=C1C(=O)OC (configuration not stated)	1%	nt	-6%	-6%	-2	-1%	-1%	8%[46.1 µM]	-8%	-7%	-5%
CCOC(CNC(=O)c1cc2c(=O)n(CC)c3ccccc3c2s1)OCC	6%	-8%	8%	-1%	-14	3%	-14%	0%	-2%	18%	-8%
O=C(COC(=O)c1ccc([N+](=O)[O-])cc1Cl)NC(=O)c1ccccc1	5%	0%	1%	2%	-4	4%	11%	5%	-11%	25%	3%
CC(C)(C)c1ccc(S(=O)(=O)NCc2ccc(C(=O)N3CCOCC3)cc2)cc1	-6%	-4%	0%	-8%	2	9%	-6%	nt	nt	-10%[7.66 µM]	-1%
CN(C)S(=O)(=O)c1ccc(N2CCCC2)c(C(=O)NCC2CCCCC2)c1	8%	5%	-5%	-3%	-2	7%	-3%	0%	10%	15%	-17%
O=C1CCSc2ccc(Cl)cc2N1Cc1cccc(Cl)c1	-3%	17%	-8%	-4%	3	13%	-12%	-1%	39%	-3%	-14%
O=C(N/N=C/c1ccc(Br)s1)c1ccccn1	-1%	-6%	-1%	0%	3	?	?	10%[46.1 µM]	3%	?	-8%
CN1CCN(CCCNCc2cn(CCC#N)c3ccccc23)CC1	18%	14%	4%	0%	-7	?	-11%	-3%	-9%	-26%	5%
CC(=O)Nc1ccc(NC(=O)c2ccc(-c3ccccc3Cl)o2)cc1	-3%	6%	-2%	-2%	-11	?	8%	-7%	-2%	2%	28%
Cc1ccc(NC(=O)CCN2C(=O)c3cccc([N+](=O)[O-])c3C2=O)c(Br)c1	-4%	0%	1%	0%	-4	0%	-16%	nt	-8%	25%	12%
COc1cc2cc(C(=O)N(C)C3CCS(=O)(=O)C3)[nH]c2cc1OC (configuration not stated)	2%	1%	6%	-8%	18	-1%	9%	0%	-5%	12%	-9%
COc1ccccc1CNC(=O)COC(=O)c1ccc(C(=O)c2ccccc2)cc1	5%	nt	0%	-1%	-15	9%	5%	6%	7%	27%	-8%
O=C(CC1SC(=O)N(Cc2cccc3ccccc23)C1=O)Nc1nccs1 (configuration not stated)	2%	2%	-8%	-3%	-16	?	-15%	4%	8%	6%	-9%
Cc1nn(Cc2ccc(F)cc2)c(C)c1NC(=O)c1cc2ncc(Br)cn2n1	24µM*	-4%	0%	1%	-11	-18%	-8%	-1%	-2%	2%	-7%
